Source: PubChem (National Center for Advancing Translational Sciences (NCATS))
SW480 rerep – induces DNA re-replication in SW480 colon adenocarcinoma cells; SW480 DNA re-replication, Hoechst DNA content imaging, 48 h; Potency, µM (doses to about 46.1 µM), inactives show at the highest dose re-replication activation, usual class: activators; actives 1.8% (n = 340,000); AID 624297; also: potency is read from the fitted curve at half-maximal effect; % of control where 0% means no effect; nearly all actives have a fitted effect of over 55% in size
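Hoechst fluorescence of nuclei (405 nm excitation, 500-530 nm emission) measured by plate-scanning imager after 48 hr compound exposure at 37 C; re-replication scored as increased number of nuclei with elevated intensity.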
HT1080 IDH1KD tx – toxicity to HT-1080 IDH1 knockdown cells (counter line) | HT-1080 IDH1 knockdown viability, ATP luminescence, 48 h | Potency, µM (top dose mostly 46.1 µM), inactives show at the top dose activity, negative = toxicity, actives largely listed as cytotoxic | actives 2% (n = 360,000);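 also: potency is read from the fitted curve at half-maximal effect; 0% = DMSO wells and -100% = cell-free medium wells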
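Knockdown cells (IDH1KD HT-1080) received compounds 2 h after plating at 750 cells/well and were kept 48 h at 37 °C in 5% FBS RPMI. A CellTiter-Glo luminescence read gave % activity for curve fitting.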
D3 ag – activates the human D3 dopamine receptor; P35462; max activation, %; actives 0.58% (n = 410,000); D3R DiscoveRx beta-arrestin cells, luminescence, 90 min; in the data active = max activation above about 30%; also: 0% is about no effect; mostly tested at two doses, the higher about 12 µM
Target sequence (P35462 whole entry, looked up): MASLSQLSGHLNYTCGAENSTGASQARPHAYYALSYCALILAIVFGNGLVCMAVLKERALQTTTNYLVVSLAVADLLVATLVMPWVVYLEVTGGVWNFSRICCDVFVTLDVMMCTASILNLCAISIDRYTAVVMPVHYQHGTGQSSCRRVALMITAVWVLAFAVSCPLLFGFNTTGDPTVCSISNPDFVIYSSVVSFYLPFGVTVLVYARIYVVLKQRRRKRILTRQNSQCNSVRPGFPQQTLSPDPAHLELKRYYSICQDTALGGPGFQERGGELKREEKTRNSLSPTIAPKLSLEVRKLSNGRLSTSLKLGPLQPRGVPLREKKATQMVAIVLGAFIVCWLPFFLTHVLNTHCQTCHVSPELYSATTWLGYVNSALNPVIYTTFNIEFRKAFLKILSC
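Agonist-mode cell screen: cells plated at 1500/well and incubated overnight at 37 °C, then exposed to library compounds for 90 min at 37 °C. Detection reagent was added for 30–60 min at room temperature, and luminescence was read.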
MCF10A rereplic – inducers of DNA re-replication in MCF 10A breast cells. MCF 10A DNA re-replication, Hoechst nuclear intensity, 48 h. actives 2.9% (n = 350,000). Potency, µM (titrated, usually from 46.1 µM), for inactives: top-dose activity, positive = re-replication, hits mostly activators. AID 624296; also: potency is read from the fitted curve at half-maximal effect; % of control where 0% means no effect; nearly all actives have a fitted effect of over 50% in size
KB-V1 cytotox – KB-V1 MDR subline cytotoxicity; KB-V1 MDR cells viability, CellTiter-Glo, 72 h; Potency, µM (top dose mostly 46.1 µM), for inactives: at the top dose activity change, negative = cytotoxicity, usual class: cytotoxic; actives 3.4% (n = 400,000); AID 1347076; also: potency is read from the fitted curve at half-maximal effect; % is scaled to controls: 0 for no effect and ±100 for the full control effect; nearly all actives have a fitted effect of over 60% in size
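KB-V1, DMEM (no phenol red) + 10% FBS; cpd pin-transferred, titration series; 72 h, 37 degrees C; CellTiter-Glo, luminescence. Data normalized, curve-fit.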
KB-3-1 tox – KB-3-1 parental cell cytotoxicity; KB-3-1 viability, CellTiter-Glo ATP luminescence, 72 h; actives 1.4% (n = 400,000); AID 1347075; Potency, µM (doses to about 46.1 µM), without a hit: top-dose activity change, negative = cytotoxic, most hits filed as cytotoxic; also: potency is read from the fitted curve at half-maximal effect; % is scaled to controls: 0 for no effect and ±100 for the full control effect; nearly all actives have a fitted effect of over 60% in size
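Parental KB-3-1 viability, qHTS format: 72 h compound exposure, 37 °C; CellTiter-Glo; media-only wells and DMSO plates as controls; concentration-effect fits on corrected data.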
GLP1R cytotox – cytotoxicity counter-screen for GLP-1 receptor inverse agonists; Potency, µM (series often up to 38.3 µM), inactives show at the highest dose activity change, negative = inhibition, hits mostly inhibitors; HEK293 cAMP-luciferase reporter cells, luminescence, 24 h; actives 0.13% (n = 410,000);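 also: loss of luciferase light is scored as toxicity; potency is read from the fitted curve at half-maximal effect; % is scaled to controls: 0 for no effect and ±100 for the full control effect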
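Here, cytotoxicity is scored as loss of luminescence. The MLSMR collection was tested on cells seeded in medium containing 10% Nu serum, with a 24 hr compound exposure preceded by 12 hours of culture.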
HT1080NT lethal – kills 2HG-producing HT-1080-NT fibrosarcoma cells. Potency, µM (top dose mostly 46.1 µM), for inactives: at the top dose activity, negative = less viability, usual class: cytotoxic. actives 1.6% (n = 360,000). HT-1080-NT fibrosarcoma viability, CellTiter-Glo ATP luminescence, 48 h;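 also: NT is the 2HG producing partner of a matched IDH1 knockdown line; potency is read from the fitted curve at half-maximal effect; 0% = DMSO-treated cells and -100% = media-only wells without cells; nearly all actives have a fitted effect of over 55% in size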
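Compounds were tested in concentration-response format on HT-1080-NT cells for 48 hours at 37 degrees C. Cell viability came from CellTiter-Glo luminescence; curves were classified by r2, response magnitude and activity.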
IL-1B inflam inh – blocks inflammasome-driven IL-1 beta release | activity change, % at 57.5 µM | actives 4.7% (n = 360,000) | THP-1 LPS/ATP IL-1B secretion, AlphaLISA, 16 h; hits give low values; in the data active = activity change below about -50%; inconclusive = mostly about -30% to -49%; also: % is scaled to controls: 0 for no effect and ±100 for the full control effect
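THP-1 cells pretreated 1 hr with compounds (up to 57.5 uM final), then stimulated with LPS (250 ng/mL final) plus ATP (1.25 mM final); secreted IL-1B measured by AlphaLISA after 16 hr, decreased signal indicating inhibition.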
An asterisk follows results filed as active; ? = inconclusive; . = not tested or not shown; [ ] = dose if it differs, or a comment. Unless noted, calls follow the shape of the dose curve; as a rule, active = well fitted curve in the direction sought with a large enough effect; inconclusive = small, poorly fitted or top-dose-only effect, or another doubt; inactive = no such curve, though single readings can be large; an effect the other way counts as inactive or inconclusive. Hits appear at their usual frequency; 11% or so of the library scored in one or more.

Letters: A = SW480 rerep; B = HT1080 IDH1KD tx; C = D3 ag; D = MCF10A rereplic; E = KB-V1 cytotox; F = KB-3-1 tox; G = GLP1R cytotox; H = HT1080NT lethal; I = IL-1B inflam inh
CCCC(=O)Nc1nc(-c2ccc(OC)cc2)cs1
  A: 0%[9.22 µM]	B: 0%	C: 8	D: -9%	E: -14%	F: 1%	G: 0%	H: 6%	I: -18

O=C(NCCc1ccccc1)/C(=C\c1ccccc1)NC(=O)c1ccco1
  A: 1%	B: 6%	C: -1	D: 0%	E: .	F: .	G: 8%	H: 5%	I: -15

O=C(/C=C/c1ccco1)N1CCN(S(=O)(=O)c2ccccc2)CC1
  A: 7%	B: 2%	C: -1	D: -3%	E: -3%	F: 0%	G: 2%	H: 2%	I: -8

CC(=O)c1cnc(-c2ccccc2Cl)s1
  A: -6%	B: 17%	C: 4	D: -3%[9.22 µM]	E: ?	F: 5%	G: -7%	H: 16%	I: -5

O=C(CCNC(=O)C1CCN(S(=O)(=O)c2ccc(F)cc2)CC1)NCc1cccc(Cl)c1
  A: -3%	B: -6%	C: 1	D: -5%	E: -1%	F: -2%	G: -4%	H: -2%	I: 0

CCn1c(C)nnc1SCC(=O)Nc1cccc(Cl)c1
  A: 15µM*	B: 9%	C: 1	D: 2%	E: ?	F: -7%	G: 4%	H: 5%	I: 30

O=C(NCCOc1ccccc1)C1CCCCC1
  A: -5%	B: 3%	C: -6	D: 0%	E: 15%	F: 8%	G: -8%	H: 7%	I: 9

Cc1ccc(NC(=O)CN(C)C(=O)c2cccc(S(=O)(=O)N3CCCC3)c2)cc1
  A: ?	B: -21%	C: -14	D: -5%	E: -16%	F: ?	G: -3%	H: 0%	I: 9

COc1cc(-c2nnc(-c3cccnc3)o2)cc(OC)c1OC
  A: -13%	B: 7%	C: -2	D: -5%	E: -7%	F: 1%	G: 14%	H: -3%	I: -11

Cc1ccc(NC(=O)COC(=O)/C=C/c2c(C)nn(-c3ccc(F)cc3)c2Cl)cc1F
  A: -1%	B: 11%	C: 2	D: ?	E: 9%	F: 22%	G: -12%	H: -3%	I: -1

O=C(NCc1ccc(F)cc1)C(=O)NCC1CCCN1S(=O)(=O)c1ccccc1 (stereo not given)
  A: -1%	B: -16%	C: -17	D: 8%	E: ?	F: -3%	G: 12%	H: -4%	I: -21

CN(C(=O)c1cccc(C#N)c1)c1nnc(-c2ccncc2)s1
  A: -3%	B: -8%	C: 2	D: -2%	E: -3%	F: 3%	G: 1%	H: -4%	I: -9

COc1ccc(-c2csc3nc(C(C)(C)C)oc(=O)c23)cc1OC
  A: -2%	B: -2%	C: 1	D: 1%	E: 0%	F: 1%	G: 1%	H: 1%	I: 15

CNC(=S)NN=C(C)c1ccc(OC)cc1O
  A: ?	B: 25%	C: -3	D: ?	E: ?	F: ?	G: -71%	H: 16%	I: -76*

O=C(NCc1noc2ccccc12)Nc1ccc(F)cc1F
  A: .	B: .	C: -20	D: .	E: ?	F: -10%	G: -27%	H: .	I: .

O=C(/C=C/c1ccc2ccccc2c1)c1ccoc1
  A: 3%	B: 15%	C: -1	D: 15%	E: 18%	F: -14%	G: 1%	H: 11%	I: ?

CC(C)Oc1ccc(CNC(=O)c2ccc3c(c2)N(C)CCS3)cc1
  A: -12%	B: 0%	C: -9	D: ?	E: ?	F: -10%	G: 0%	H: -5%	I: ?

COC(=O)c1c(C)[nH]c(C(=O)CN(C)CC(=O)Nc2cccc(F)c2)c1C
  A: ?	B: -2%	C: 2	D: -4%	E: 0%	F: 0%	G: -3%	H: -2%	I: -15

O=C(c1ccccc1)N1CCN(C(=O)c2ccccc2)CC1
  A: -4%	B: 14%	C: -3	D: 1%	E: ?	F: ?	G: -5%	H: 23%	I: -14

Cc1ccc2c(C(=O)CN3CCOCC3)c(C)[nH]c2c1
  A: -4%	B: -2%	C: 1	D: -1%	E: 11%	F: 0%	G: 26%	H: 5%	I: -25

CCOc1ccccc1NC(=O)c1nc[nH]c1C(=O)Nc1ccccc1OCC
  A: 21µM*	B: -3%	C: 2	D: ?	E: -5%	F: ?	G: 6%	H: -5%	I: 25

CCCN(Cc1ccccc1)C(=S)NC(=O)c1ccccc1[N+](=O)[O-]
  A: -4%	B: 0%	C: -1	D: 3%	E: ?	F: 6%	G: ?	H: -7%	I: 0

CCCn1c(C)cc(=O)c2cc(NC(=O)c3cnccn3)ccc21
  A: -2%	B: 1%	C: -1	D: -2%	E: -12%	F: 24%	G: -10%	H: -2%	I: -18

COc1ccc(NC(=O)NCc2ccccn2)c(OC)c1
  A: 3%	B: 9%	C: -3	D: ?	E: ?	F: 9%	G: 0%	H: 24%	I: -14

By substructure, the compounds so far with fluorine (5)
Letters: A = SW480 rerep; B = HT1080 IDH1KD tx; C = D3 ag; D = MCF10A rereplic; E = KB-V1 cytotox; F = KB-3-1 tox; G = GLP1R cytotox; H = HT1080NT lethal; I = IL-1B inflam inh
O=C(CCNC(=O)C1CCN(S(=O)(=O)c2ccc(F)cc2)CC1)NCc1cccc(Cl)c1
  A: -3%	B: -6%	C: 1	D: -5%	E: -1%	F: -2%	G: -4%	H: -2%	I: 0

Cc1ccc(NC(=O)COC(=O)/C=C/c2c(C)nn(-c3ccc(F)cc3)c2Cl)cc1F
  A: -1%	B: 11%	C: 2	D: ?	E: 9%	F: 22%	G: -12%	H: -3%	I: -1

O=C(NCc1ccc(F)cc1)C(=O)NCC1CCCN1S(=O)(=O)c1ccccc1 (stereo not given)
  A: -1%	B: -16%	C: -17	D: 8%	E: ?	F: -3%	G: 12%	H: -4%	I: -21

O=C(NCc1noc2ccccc12)Nc1ccc(F)cc1F
  A: .	B: .	C: -20	D: .	E: ?	F: -10%	G: -27%	H: .	I: .

COC(=O)c1c(C)[nH]c(C(=O)CN(C)CC(=O)Nc2cccc(F)c2)c1C
  A: ?	B: -2%	C: 2	D: -4%	E: 0%	F: 0%	G: -3%	H: -2%	I: -15
